PGC1a acetyl inh = lowers PGC1a acetylation signal in U2OS cells. 0.17% of 350,000 active. AID 651687. inhibition, % at 15.6 µM. AlphaScreen anti-acetyl-lysine; with virally co-expressed GCN5 acetyltransferase;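 active = every replicate shows inhibition of at least 40%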;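 note: 0% = neutral control wells and 100% = positive control wells; some results beyond the cut were filed as inactive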
PAX8 inh HTS = inhibitors of PAX8 transcriptional activity in RMG-I cells. RMG-I TPO-luciferase reporter, SteadyGlo, 24 h. inhibition, % at 12.6 µM. 1.2% of 360,000 active. AID 652154;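 active = mean replicate inhibition at least 60% with every replicate also reaching 60%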;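 note: luciferase light reporting Pax8 driven TPO promoter activity; plate controls were median of neutral control wells for no effect and mitoxantrone controls for full effect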
ARNT-TACC3 inh = disrupts binding between human ARNT and TACC3. AlphaScreen His-ARNT PAS-B/GST-TACC3 binding, luminescence; TACC3 fragment carries E629A point mutation. AID 623870. 0.66% of 390,000 active. Q9Y6A5. inhibition, % at 9.99 µM;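 active = mean inhibition of replicates at least 50% and at least half of replicates each reaching 50%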;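 note: 0% = complete ARNT plus TACC3 wells and 100% = ARNT alone without TACC3; many hits fall short of the cut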
GSIS activator = GLuc luminescence reporter in INS-1E cells, primary screen for activators of glucose-dependent secretion of insulin | 0.61% of 370,000 active | activation, % at 16.6 µM | INS-1E GLuc reporter insulin secretion, 2-3 h;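 active = lowest replicate activation of at least 40%, so every replicate reaches that level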;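 note: 0% = median of neutral control wells and 100% = median of IBMX positive control wells; some compounds called inactive have numbers as strong as hits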
Cneo AK release = Cryptococcus neoformans lysis via adenylate kinase release; C. neoformans lysis, adenylate kinase release luminescence, 4 h; normalised: neutral wells 0, clomiphene wells 100; AID 651654; 0.2% of 360,000 active; lysis activity, % at 15 µM;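 active = mean lysis activity across replicates of at least 80%, whatever share of replicates individually reach that level; inactive = mean lysis activity below 80%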
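Material: C. neoformans cells | Amount: Yeast cell density of 5 × 10^6 cells/mL | Medium: Fresh YPD growth medium | Dosing: Single dose | Times: Static 4 h at 37 °C with compound, 1 h detection | Detection: AK luminescence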
Statin myotox sup = protects C2C12 myotubes from simvastatin toxicity. 0.78% of 330,000 active. rescue of ATP level, % at 7.49 µM. ATP luminescence, 48 h; scaled: DMSO 0, geranylgeraniol control 100. AID 602340;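 active = mean ATP rescue above about 67%, or every replicate alone reaching that limit, limit read from the data, passing the limit was not always enough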;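 note: myotubes were challenged with 10 µM simvastatin during compound exposure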
LGR2 inh = inhibitors of bursicon-induced Drosophila LGR2 receptor cAMP signaling; 0.35% of 380,000 active; HEK293 LGR2, CRE-luciferase, bursicon-stimulated, 4 h; inhibition, % at 9.99 µM; AID 720647;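 active = drop in luminescence signal, shown as inhibition above about 50% in the replicate tests, limit read from the data, passing the limit was not always enough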;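 note: agonist challenge used bursicon conditioned medium at about half maximal strength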
PglD inh = inhibitors of Campylobacter jejuni PglD acetyltransferase. purified PglD enzyme, DTNB colorimetric CoA detection. inhibition, % at 12.5 µM. 0.098% of 360,000 active. AID 602405; in the data active = inhibition above about 16%, passing the limit was not always enough; note: strong numbers were not always called active
Starred values were filed as active, the others as inactive; · = not tested or not shown.

smiles | PGC1a acetyl inh | PAX8 inh HTS | ARNT-TACC3 inh | GSIS activator | Cneo AK release | Statin myotox sup | LGR2 inh | PglD inh
CCN1CCN(CCNC(=O)c2ccc(/C=C3\Sc4ccccc4N(Cc4ccccc4F)C3=O)cc2)CC1 | -20 | 0 | 10 | 135 | · | · | 49 | ·
CCn1c(COc2cccc3ccccc23)nnc1SCC(N)=O | 7 | 8 | -4 | · | 1 | 2 | · | -3
O=S(=O)(c1ccccc1)N1CCN(CCc2ccccc2)CC1 | -5 | 3 | 26 | -7 | -1 | 8 | 5 | 7
O=c1c(-c2ccccc2)c(O)c2cccc3c2n1CCC3 | 12 | · | -8 | · | 135 | · | · | 6
CN(C)C(=O)C[C@@H]1CC[C@@H](NS(=O)(=O)c2ccccc2)[C@H](CO)O1 | 13 | -9 | 1 | 3 | -5 | -8 | 7 | -1
COc1cc(S(=O)(=O)N2CCOCC2)cc(C(=O)OCC(=O)NCc2ccco2)c1OC | -5 | 4 | -5 | 14 | 0 | 8 | -18 | 4
C[C@H](NC(=O)N(C)C[C@H]1OCc2ccccc2-c2ccccc2C(=O)N([C@@H](C)CO)C[C@@H]1C)c1ccccc1 | 1 | 4 | -4 | 1 | -2 | 1 | -7 | -1
Cn1ncc(C#N)c1/N=C/N(Cc1ccccc1)Cc1ccccc1 | -8 | · | 24 | · | -1 | 13 | · | -8
CCOC(=O)C1=C(N)OC2=C(C(=O)CCC2)C1c1ccco1 (stereo not given) | 9 | · | -4 | 5 | 2 | 4 | 14 | -1
CCN(CC)c1ccc(/C=N/NC(=O)c2nnn(-c3nonc3N)c2CN(C)C2CCCCC2)cc1 | 5 | -49 | · | · | 0 | -37 | · | 7
O=C(Nc1ccccn1)c1ccc2c(c1)S(=O)(=O)c1ccccc1C2=O | 10 | -23 | -3 | · | 0 | 3 | -24 | -3
CCC1(C(=O)c2ccccc2)C(c2ccc([N+](=O)[O-])cc2)C1(C(=O)OC)C(=O)OC (stereo not given) | -5 | -11 | -7 | -2 | 0 | · | 2 | 8
CCC(=O)N1c2ccc(S(=O)(=O)CCC(=O)NCCC3=CCCCC3)cc2CC1C (stereo not given) | -5 | · | -3 | · | 1 | · | · | 1
C/C=C/c1ccc([C@@H]2[C@@H](CO)N3C(=O)CN(Cc4ccccc4)C[C@H]23)cc1 | 9 | 8 | · | -13 | · | · | 3 | ·
C[C@H]1CN([C@@H](C)CO)C(=O)Cc2cc(NC(=O)CCC(F)(F)F)ccc2O[C@@H]1CN(C)S(=O)(=O)c1cn(C)cn1 | 7 | -8 | -5 | 7 | -1 | -4 | -6 | -1
CC(C)C[C@@H](CO)N1CCN(C)CCC1=O | -13 | 3 | -4 | · | 0 | -11 | -10 | -3
C[C@H]1CN([C@@H](C)CO)C(=O)c2cc(-c3ccccc3)cnc2O[C@@H]1CN(C)C(=O)Nc1ccc2c(c1)OCO2 | 2 | 3 | 4 | -16 | 1 | 5 | -2 | -1
CO[C@H](CN(C)S(=O)(=O)c1ccc(F)cc1)[C@H](C)CN(Cc1ccccc1Cl)[C@H](C)CO | -8 | · | -1 | -4 | 22 | -6 | 14 | -5
Cc1ccccc1OCC(O)CN1CCN(C)CC1 (stereo not given) | · | -8 | -2 | 1 | -8 | · | 0 | -2
CCN1C(=O)CS/C1=N\S(=O)(=O)c1ccccc1 | -3 | 2 | -7 | 9 | 0 | · | 11 | 0
COc1ccc(S(=O)(=O)N[C@H]2CC[C@@H](CCn3cc(C(C)C)nn3)O[C@@H]2CO)cc1 | -17 | -1 | 1 | 11 | -3 | 4 | 15 | -4
Cc1noc(C)c1S(=O)(=O)N(C)C[C@@H]1Oc2ccc(NS(=O)(=O)c3cn(C)cn3)cc2CC(=O)N([C@H](C)CO)C[C@@H]1C | -9 | · | 2 | 10 | 1 | 13 | -7 | 2
COc1ccc(NS(=O)(=O)c2cccc3ccccc23)cc1 | 2 | 20 | 8 | · | 0 | · | · | -3
CCCN(CCC)CCCNC(=O)c1cn(-c2ccc(OC)cc2)c(=O)c2ccccc12 | · | 13 | -10 | 13 | -1 | 1 | -15 | 4
O=[N+]([O-])c1ccc(S(=O)(=O)NN=Cc2ccc(Cl)c(Cl)c2)cc1 | 8 | 16 | 8 | -25 | -1 | 0 | -6 | 4
C[C@H]1CN([C@@H](C)CO)C(=O)Cc2cc(NC(=O)NC3CCCCC3)ccc2O[C@H]1CN(C)S(=O)(=O)c1ccc(Cl)cc1 | -3 | 79* | -5 | -23 | 5 | -20 | 24 | 3
Cc1cccn2c(=O)c(C=Nc3ccc(Cl)cc3)c(NCCO)nc12 | -99 | · | 7 | 14 | -1 | 8 | -16 | 0
O=C(N/N=C/c1ccco1)c1cc(-c2ccc(Cl)s2)[nH]n1 | -2 | 24 | -2 | 19 | · | · | -35 | ·
C=C1C(C(=O)N2CCN(C)CC2)C1C(=O)N1CCN(C)CC1 (stereo not given) | 6 | · | 0 | 1 | 8 | 0 | -13 | 1
Cc1csc(NC(=O)c2oc3ccccc3c2C)n1 | · | -77 | -1 | 19 | -11 | 3 | -40 | 2
Cc1ccc(S(=O)(=O)Nc2ccc3c(c2)C(=O)N([C@@H](C)CO)C[C@H](C)[C@@H](CN(C)C(=O)c2ccncc2)OCCCC[C@H](C)O3)cc1 | -14 | -11 | -15 | -5 | -1 | -5 | -29 | 1
Cc1ccccc1-n1nc2c(c1NC(=O)c1cc3ccccc3oc1=O)CS(=O)C2 (stereo not given) | 3 | · | -3 | · | -2 | · | · | -5
Cc1ccc(S(=O)(=O)Nc2ccc3c(c2)C(=O)N([C@H](C)CO)C[C@H](C)[C@H](CN(C)Cc2ccc(-c4ccccc4)cc2)O3)cc1 | -9 | 10 | 5 | -36 | -1 | 31 | -23 | 2
Cc1ccccc1OCCSc1nc(N(C)C)nc(N(C)C)n1 | · | 2 | -8 | 3 | · | · | -3 | ·
CCCCCCCN1CCC(=O)N([C@H](CO)Cc2ccccc2)CC1 | -5 | 3 | 0 | -11 | -2 | -15 | 1 | -2
Cc1ccc(S(=O)(=O)N[C@@H]2CC[C@H](CCNC(=O)Cc3ccccn3)O[C@H]2CO)cc1 | -9 | 3 | -4 | 18 | 0 | 3 | 11 | 4
Cc1nc2ccccc2nc1-c1ccc([N+](=O)[O-])cc1 | 0 | -25 | -31 | 14 | 2 | 0 | -13 | -4
N#Cc1sc2nc(C3CC3)cc(-c3ccc(Cl)cc3)c2c1N | · | -18 | -14 | -21 | 1 | 13 | -1 | -3
CCC1(C)Cc2c(sc3nc(SC)nc(NCCN(C)C)c23)CO1 (stereo not given) | · | · | 3 | · | -1 | -6 | · | 5
Nc1cccnc1Sc1ccccc1 | 0 | 10 | -2 | 1 | -1 | 13 | -10 | -1
CN(CC(=O)Nc1ccc2c(c1)OCO2)S(=O)(=O)c1ccc2c(c1)CCC(=O)N2 | -2 | 1 | -3 | -3 | -4 | 6 | 4 | 1
Cc1ccc(C(=O)NCC(=O)OCC(=O)NC(C)C2CC3CCC2C3)cc1 (stereo not given) | 12 | 4 | 0 | -23 | 0 | -4 | 8 | 4
O=c1[nH]snc1N1CCOCC1 | 1 | -3 | 3 | -9 | 1 | -7 | 0 | -4
COc1ccc(-n2ccn(CC(=O)Nc3ccc(OC)cc3OC)c(=O)c2=O)cc1 | 2 | -19 | 2 | 2 | 13 | 4 | -4 | 4
CSc1ccccc1NC(=O)CN(C)C(=O)COc1cccc2cccnc12 | 0 | 14 | 67* | · | 3 | -2 | 18 | -1
CN1C(=O)c2cc(NC(=O)c3cnccn3)ccc2OC[C@H]2O[C@@H](CC(=O)NCC3CCCCC3)CC[C@@H]21 | 4 | 1 | · | 12 | · | · | -6 | ·
O=c1c2cccc3c2c(nn1CN1CCOCC1)-c1ccccc1-3 | 4 | · | 3 | · | 1 | -13 | · | -4
O=C1c2cccc3cccc(c23)C(=O)N1c1ccncc1 | 2 | · | -2 | · | -3 | 5 | · | -4
COc1ccc(NC(=O)CSc2nnnn2C)c([N+](=O)[O-])c1 | 9 | -2 | -1 | 20 | · | 4 | · | ·
COc1ccc(NC(=O)N2CCN(C(=O)c3ccco3)CC2)c(OC)c1 | 4 | -3 | -2 | 18 | 1 | 10 | 8 | 1

New compounds follow.
smiles | PGC1a acetyl inh | PAX8 inh HTS | ARNT-TACC3 inh | GSIS activator | Cneo AK release | Statin myotox sup | LGR2 inh | PglD inh
CC(C)(C)NC(=O)COC(=O)c1snc(C(=O)NC2CCCCC2)c1N | 11 | -14 | -4 | · | 1 | · | · | 3
COc1ccc(CCNCc2ccc(OCc3ccc(Cl)nc3)c(OC)c2)cc1OC | -3 | · | 4 | · | 1 | -8 | · | -6
Cc1nc2cc(NC(=O)N3CCCCC3)ccc2n1C | -8 | · | 2 | 14 | 6 | -4 | -8 | 1
CC1(C)CC(NS(=O)(=O)c2ccccc2)CC(C)(C)N1 | 20 | · | -5 | · | 1 | -7 | · | -1
COc1ccc(NC(=O)Nc2ccc3c(c2)[C@H]2C[C@H](CC(=O)NC4CCCC4)O[C@H](CO)[C@H]2O3)cc1 | 1 | -6 | -11 | -2 | 42 | 1 | 7 | 0
Cc1ccc(NC(=S)N2CCN(Cc3ccccc3)CC2)c(C)c1 | 1 | 8 | 8 | 1 | -2 | -6 | 16 | 1
O=C(O)CC(NS(=O)(=O)Cc1ccccc1)c1cccc([N+](=O)[O-])c1 (stereo not given) | 1 | -22 | -5 | 6 | 0 | -4 | 13 | -2
CC(=O)N1CCCCN2[C@H](CO)[C@H](c3ccc(-c4cccc(C)c4)cc3)[C@H]2C1 | -5 | -3 | 1 | 9 | 51 | · | 1 | 3
OCCC1CN(Cc2nc3ccccc3[nH]2)CCN1C1CCCC1 (stereo not given) | 4 | -2 | 2 | 11 | -1 | -1 | -3 | 1
CCCn1c(N)c(C(=O)CSc2nnc3n2CCCCC3)c(=O)n(C)c1=O | -8 | 1 | -4 | -1 | -1 | 8 | -11 | 2
C[C@H](CO)N1C[C@H](C)[C@H](CN(C)S(=O)(=O)c2ccccc2F)OCc2ccccc2-c2c(n(C)c3ccccc23)C1=O | 1 | 9 | 6 | 13 | -1 | 3 | 21 | 0
NC(=O)c1nn(-c2ccccc2)nc1NC(=O)CN1CCOCC1 | 3 | -18 | -7 | 2 | -3 | 2 | -10 | -2
COc1ccccc1CN(C)C[C@@H]1OCc2ccccc2-c2c(n(C)c3ccccc23)C(=O)N([C@@H](C)CO)C[C@H]1C | -5 | 28 | · | -11 | · | · | -3 | ·

Exported as labelled records: entries from further up.
CN(C)C(=O)C[C@@H]1CC[C@@H](NS(=O)(=O)c2ccccc2)[C@H](CO)O1
  PGC1a acetyl inh = 13
  PAX8 inh HTS = -9
  ARNT-TACC3 inh = 1
  GSIS activator = 3
  Cneo AK release = -5
  Statin myotox sup = -8
  LGR2 inh = 7
  PglD inh = -1

Cc1ccccc1OCC(O)CN1CCN(C)CC1 (stereo not given)
  PGC1a acetyl inh = ·
  PAX8 inh HTS = -8
  ARNT-TACC3 inh = -2
  GSIS activator = 1
  Cneo AK release = -8
  Statin myotox sup = ·
  LGR2 inh = 0
  PglD inh = -2

COc1ccc(-n2ccn(CC(=O)Nc3ccc(OC)cc3OC)c(=O)c2=O)cc1
  PGC1a acetyl inh = 2
  PAX8 inh HTS = -19
  ARNT-TACC3 inh = 2
  GSIS activator = 2
  Cneo AK release = 13
  Statin myotox sup = 4
  LGR2 inh = -4
  PglD inh = 4

COc1ccc(CCNCc2ccc(OCc3ccc(Cl)nc3)c(OC)c2)cc1OC
  PGC1a acetyl inh = -3
  PAX8 inh HTS = ·
  ARNT-TACC3 inh = 4
  GSIS activator = ·
  Cneo AK release = 1
  Statin myotox sup = -8
  LGR2 inh = ·
  PglD inh = -6
